LYP phosphatase = inhibition of human PTPN22 tyrosine phosphatase – biochemical, DiFMUP fluorescence, recombinant catalytic domain, 10 µM, primary screen (AID 606). recombinant LYP catalytic domain, DiFMUP fluorescence; higher % means a stronger effect. 52,000 tested, under 10 active. one-dose inhibition, % at 10 µM; IC50 in µM for titrated hits;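 active means IC50 under 40 µM in the dose-response test; inactive means IC50 of 40 µM or more, or never dose-tested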
Spn MK inh = S. pneumoniae mevalonate kinase inhibition. purified MK, PK/LDH-coupled NADH absorbance 340 nm. inhibition, % at 10 µM. 65,000 tested, 0.48% active. AID 555;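 active means ranked among the strongest by inhibition in the single 10 µM screen, a fixed top-ranked set picked for dose follow-up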; further: no value below 0 was filed
HPDE-C7 viability = cytotoxicity in HPDE-C7 cells, cell-based, fluorescence, HTS (AID 430). 63,000 tested, 1.8% active. HPDE-C7 pancreatic duct cells viability, fluorescence; higher % means a stronger effect. cytotoxicity, % at 10 µM; hits with a dose series show EC50 in µM;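 further: cells exposed to compound for 48 hours before viability readout; 0% = vehicle and 100% = reference cytotoxic drug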
Alkaline phosphatase = human TNAP enzyme inhibitors, biochemical, luminescent (AID 518) | purified TNAP enzyme, luminescent substrate readout; higher % means a stronger effect | inhibition, % at 20 µM; hits with a dose series show IC50 in µM | 64,000 tested, 0.09% active; in the data active means a potency from the dose series; inactive means the rest, 99 in 100 with inhibition below about 22%;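 further: plate controls were vehicle for no effect and reference inhibitor for full effect; many of its hits are not listed in these tables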
KRASV12 cytotoxicity = viability loss of HPDE-C7K cells – cell-based, fluorescence, HTS, primary screen (AID 431); HPDE-C7K KRASV12 cells, Alamar Blue viability, 48 h; higher % means a stronger effect; 63,000 tested, 1.7% active; one-dose cytotoxicity, % at 10 µM; EC50 in µM for titrated hits;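 active means compounds whose percent cytotoxicity in the single-dose primary screen, scaled between solvent and toxic-drug controls, exceeds 50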;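 further: 0% = DMSO solvent wells and 100% = doxorubicin-treated wells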
Bfl-1 displacement = Bfl-1 inhibitors, primary screen, biochemical, fluorescence polarization, FITC-Bid, mouse (AID 432); FITC-Bid BH3 peptide fluorescence polarization displacement; higher % means a stronger effect; displacement, % at 20 µM, or IC50 in µM where a hit was titrated; 64,000 tested, 0.02% active; in the data active means a potency from the dose series; inactive means the rest, 99 in 100 with displacement below about 15%; further: strong numbers were not always called active
HT1080 cytotoxicity = HT1080 cell viability loss – fluorescence readout (AID 620) | HT1080 viability, fluorescence; higher % means a stronger effect | cytotoxicity, % at 10 µM; hits with a dose series show EC50 in µM | 87,000 tested, 0.42% active;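 further: cells exposed to compound overnight then 4 h with Alamar Blue; 0% = vehicle DMSO and 100% = killing control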
Spn PMK inh = blocks S. pneumoniae phosphomevalonate kinase. inhibition, % at 10 µM. 65,000 tested, 0.49% active. AID 539. purified PMK, PK/LDH-coupled NADH absorbance 340 nm;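 active means top-ranked compounds by inhibition in the single 10 µM screen, taking a fixed number of the strongest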;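 further: 0% = full reaction with DMSO carrier and 100% = background rate without enzyme reaction; no value below 0 was filed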
DPM-DC inhibit = S. pneumoniae DPM-DC inhibition; 65,000 tested, 0.49% active; AID 556; purified DPM-DC, PK/LDH coupled NADH fluorescence; calls only at 10 µM;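 active means the 320 compounds with the highest percent inhibition in the single-dose primary screen, excluding strongly autofluorescent ones, cut at about 32% in these data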;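 further: kinetic rate of NADH fluorescence loss reporting ADP formed by the decarboxylase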
Spn PMK inh pilot replicates = also measured in Spn PMK inh; calls as there; inhibition, %; measured here: pilot screen replicates
Spn MK inh pilot replicates = second read-out of Spn MK inh, no call of its own (marks repeat the call); inhibition, %; measured here: pilot screen replicates
DPM-DC inhibit pilot screen % = also measured in DPM-DC inhibit; calls as there; inhibition, %; measured here: pilot screen trials
* = called active by the depositor. Unless noted, no stated cut-off is given here; in the data, active means cytotoxicity above about 50%; inactive means the rest. Rows were taken by chance; any-hit rate near 3.5%.

Results for COc1cccc(C2=CC(c3cc(OC)ccc3OC)n3nnnc3N2)c1 (stereo not drawn) ?
LYP phosphatase: 7%; Spn MK inh: 5; HPDE-C7 viability: 70%*; Alkaline phosphatase: 9%; KRASV12 cytotoxicity: 65%*; Bfl-1 displacement: -3%; HT1080 cytotoxicity: -1%; Spn PMK inh: 2; DPM-DC inhibit: inactive

How did COc1ccccc1-c1nnc(SCCN2CCOCC2)n1-c1ccc(C)cc1 do in these assays?
Spn MK inh: 0; HPDE-C7 viability: -5%; Alkaline phosphatase: -2%; KRASV12 cytotoxicity: -2%; Bfl-1 displacement: -5%; HT1080 cytotoxicity: 11%; Spn PMK inh: 0; DPM-DC inhibit: inactive

What do the screens show for `CSc1nc2sc3c(c2c2nnnn12)CCCC3`?
LYP phosphatase: -4%; Spn MK inh: 10; HPDE-C7 viability: -2%; Alkaline phosphatase: 14%; KRASV12 cytotoxicity: -14%; Bfl-1 displacement: 7%; HT1080 cytotoxicity: 6%; Spn PMK inh: 1; DPM-DC inhibit: inactive

Results for COc1ccc(NC(=O)c2oc3cc(C)c(C)cc3c2C)c(OC)c1 ?
Spn MK inh: 4; HT1080 cytotoxicity: -5%; Spn PMK inh: 4

Results for CC(C)CCn1nnnc1C(c1ccc(F)cc1)N1CCN(C(=O)c2ccco2)CC1 (stereo not drawn) ?
LYP phosphatase: 2%; Spn MK inh: 0; HPDE-C7 viability: -3%; Alkaline phosphatase: 28%; KRASV12 cytotoxicity: -4%; Bfl-1 displacement: -3%; HT1080 cytotoxicity: -1%; Spn PMK inh: 26*; DPM-DC inhibit: inactive

How did CCc1nc(C)cc(N)c1OCc1ccccc1 do in these assays?
LYP phosphatase: -13%; Spn MK inh: 11; HPDE-C7 viability: 0%; Alkaline phosphatase: 15%; KRASV12 cytotoxicity: -3%; Bfl-1 displacement: 29%; HT1080 cytotoxicity: 5%; Spn PMK inh: 8; DPM-DC inhibit: inactive

How did Fc1ccc2c(c1)[C@H]1OCC[C@H]1[C@@H](c1ccco1)N2 do in these assays?
LYP phosphatase: 15%; Spn MK inh: 10; HT1080 cytotoxicity: 2%; Spn PMK inh: 2; DPM-DC inhibit: inactive

What do the screens show for `O=C(Nc1nc(-c2cccnc2)cs1)c1ccc(S(=O)(=O)N2CCOCC2)cc1`?
LYP phosphatase: 4%; Spn MK inh: 8; HPDE-C7 viability: -18%; Alkaline phosphatase: 2%; KRASV12 cytotoxicity: -4%; Bfl-1 displacement: 0%; HT1080 cytotoxicity: 2%; Spn PMK inh: 13; DPM-DC inhibit: inactive

What do the screens show for `CNC(=O)CN1C(=O)c2ccccc2S1(=O)=O`?
LYP phosphatase: 13%; Spn MK inh: 8; HPDE-C7 viability: -2%; Alkaline phosphatase: 8%; KRASV12 cytotoxicity: 0%; Bfl-1 displacement: 5%; HT1080 cytotoxicity: -13%; Spn PMK inh: 12; DPM-DC inhibit: inactive

Results for Cc1occc1C(=O)Nc1c(F)cc(F)cc1Br ?
Spn MK inh: 0; HPDE-C7 viability: 6%; Alkaline phosphatase: 4%; KRASV12 cytotoxicity: -2%; Bfl-1 displacement: 0%; HT1080 cytotoxicity: 8%; Spn PMK inh: 3; DPM-DC inhibit: inactive

How did O=S(=O)(Nc1cccnc1)c1ccc(C2CCCCC2)cc1 do in these assays?
LYP phosphatase: -10%; Spn MK inh: 11; HPDE-C7 viability: -19%; Alkaline phosphatase: 4%; KRASV12 cytotoxicity: -7%; Bfl-1 displacement: 1%; HT1080 cytotoxicity: -4%; Spn PMK inh: 3; DPM-DC inhibit: inactive

How did CCOC(=O)N1CCC(N2C(=O)c3ccc(C(=O)NC4CCCCCC4)cc3C2=O)CC1 do in these assays?
LYP phosphatase: 16%; Spn MK inh: 0; HPDE-C7 viability: 0%; Alkaline phosphatase: 5%; KRASV12 cytotoxicity: 8%; Bfl-1 displacement: -10%; HT1080 cytotoxicity: -8%; Spn PMK inh: 0; DPM-DC inhibit: inactive

The last 2 entries of the part before open the next one.
How did O=S(=O)(Nc1cccnc1)c1ccc(C2CCCCC2)cc1 do in these assays?
LYP phosphatase: -10%; Spn MK inh: 11; HPDE-C7 viability: -19%; Alkaline phosphatase: 4%; KRASV12 cytotoxicity: -7%; Bfl-1 displacement: 1%; HT1080 cytotoxicity: -4%; Spn PMK inh: 3; DPM-DC inhibit: inactive

How did CCOC(=O)N1CCC(N2C(=O)c3ccc(C(=O)NC4CCCCCC4)cc3C2=O)CC1 do in these assays?
LYP phosphatase: 16%; Spn MK inh: 0; HPDE-C7 viability: 0%; Alkaline phosphatase: 5%; KRASV12 cytotoxicity: 8%; Bfl-1 displacement: -10%; HT1080 cytotoxicity: -8%; Spn PMK inh: 0; DPM-DC inhibit: inactive

Results for Cc1ccc(-n2c(Cc3cccs3)nnc2SCC(=O)OC(C)C)cc1 ?
LYP phosphatase: -3%; Spn MK inh: 5; HPDE-C7 viability: -10%; Alkaline phosphatase: 9%; KRASV12 cytotoxicity: -16%; Bfl-1 displacement: -5%; HT1080 cytotoxicity: -20%; Spn PMK inh: 5; DPM-DC inhibit: inactive

Results for CCCCn1c(NC(=O)c2ccccc2)c(C#N)c2nc3ccccc3nc21 ?
LYP phosphatase: 8%; Spn MK inh: 3; HPDE-C7 viability: 101%*; Alkaline phosphatase: 1%; KRASV12 cytotoxicity: 112%*; Bfl-1 displacement: -14%; HT1080 cytotoxicity: 7%; Spn PMK inh: 9

What do the screens show for `OC(COc1ccc2ccccc2c1Cl)CN1CCOCC1` (stereo not drawn)?
LYP phosphatase: 18%; Spn MK inh: 7; HPDE-C7 viability: 1%; Alkaline phosphatase: 8%; KRASV12 cytotoxicity: 19%; Bfl-1 displacement: -8%; HT1080 cytotoxicity: 2%; Spn PMK inh: 15; DPM-DC inhibit: inactive

What do the screens show for `COc1cccc(-c2nc(CS(=O)(=O)CC(=O)N3CCN(C4CCCCC4)CC3)c(C)o2)c1`?
LYP phosphatase: 10%; Spn MK inh: 8; HPDE-C7 viability: -4%; Alkaline phosphatase: 1%; KRASV12 cytotoxicity: -6%; Bfl-1 displacement: -3%; HT1080 cytotoxicity: 4%; Spn PMK inh: 5; DPM-DC inhibit: inactive

How did CCOc1cc(S(=O)(=O)NCC2OCCc3ccccc32)c(OCC)cc1-n1cnnn1 (stereo not drawn) do in these assays?
LYP phosphatase: 1%; Spn MK inh: 0; HPDE-C7 viability: 2%; Alkaline phosphatase: 4%; KRASV12 cytotoxicity: 5%; Bfl-1 displacement: -8%; HT1080 cytotoxicity: 6%; Spn PMK inh: 0

What do the screens show for `O=C(Nc1ccc2nc(-c3cccs3)[nH]c2c1)c1ccco1`?
Spn MK inh: 6; HPDE-C7 viability: 8%; Alkaline phosphatase: 12%; KRASV12 cytotoxicity: 4%; Bfl-1 displacement: 3%; HT1080 cytotoxicity: 8%; Spn PMK inh: 0; DPM-DC inhibit: inactive; Spn PMK inh pilot replicates: 0.0; Spn MK inh pilot replicates: 0.0; DPM-DC inhibit pilot screen %: 8.5

What do the screens show for `O=C(O)C1CSC2(CCN(Cc3ccccc3)CC2)N1` (stereo not drawn)?
Spn MK inh: 0; HT1080 cytotoxicity: 0%; Spn PMK inh: 7; DPM-DC inhibit: inactive

What do the screens show for `CCNC(=O)COC(=O)c1ccc(S(=O)(=O)N2CCCCCC2)cc1`?
LYP phosphatase: -11%; Spn MK inh: 0; HPDE-C7 viability: -12%; Alkaline phosphatase: 5%; KRASV12 cytotoxicity: -17%; Bfl-1 displacement: -2%; HT1080 cytotoxicity: -3%; Spn PMK inh: 15; DPM-DC inhibit: inactive

What do the screens show for `COCc1c(C(N)=O)nnn1-c1nonc1N`?
LYP phosphatase: 7%; Spn MK inh: 9; HPDE-C7 viability: -18%; Alkaline phosphatase: 13%; KRASV12 cytotoxicity: -13%; Bfl-1 displacement: -1%; HT1080 cytotoxicity: -3%; Spn PMK inh: 10; DPM-DC inhibit: inactive

What do the screens show for `Cc1ccc(Oc2nsnc2N2CCOCC2)cc1`?
LYP phosphatase: 6%; Spn MK inh: 11; HPDE-C7 viability: 5%; Alkaline phosphatase: 8%; KRASV12 cytotoxicity: 2%; Bfl-1 displacement: 3%; HT1080 cytotoxicity: -3%; Spn PMK inh: 4; DPM-DC inhibit: inactive

How did CN(C)S(=O)(=O)N1CCN(C(=O)N(c2ccccc2)c2ccccc2)CC1 do in these assays?
LYP phosphatase: 1%; Spn MK inh: 5; HPDE-C7 viability: -5%; Alkaline phosphatase: 14%; KRASV12 cytotoxicity: -8%; Bfl-1 displacement: -7%; HT1080 cytotoxicity: 5%; Spn PMK inh: 13; DPM-DC inhibit: inactive; Spn PMK inh pilot replicates: 0.0; Spn MK inh pilot replicates: 5.0; DPM-DC inhibit pilot screen %: 0.0

How did COc1ccc2c(c1)CCc1c(C(=O)N3CCCC3)noc1-2 do in these assays?
LYP phosphatase: 6%; Spn MK inh: 0; HPDE-C7 viability: -17%; Alkaline phosphatase: 4%; KRASV12 cytotoxicity: -4%; Bfl-1 displacement: -1%; HT1080 cytotoxicity: 1%; Spn PMK inh: 19; DPM-DC inhibit: inactive

What do the screens show for `COc1cc(CNC(=O)OCC(C)C)cc(OC)c1OC`?
LYP phosphatase: 12%; Spn MK inh: 5; HPDE-C7 viability: 0%; Alkaline phosphatase: -2%; KRASV12 cytotoxicity: 2%; Bfl-1 displacement: -6%; HT1080 cytotoxicity: 4%; Spn PMK inh: 6; DPM-DC inhibit: inactive

What do the screens show for `O=c1oc2c(CN3CCCCCC3)c(O)ccc2cc1-c1nc2ccccc2[nH]1`?
LYP phosphatase: 7%; Spn MK inh: 0; HPDE-C7 viability: -20%; Alkaline phosphatase: -5%; KRASV12 cytotoxicity: -14%; Bfl-1 displacement: 164%; HT1080 cytotoxicity: -3%; Spn PMK inh: 5

How did C=CCn1c(SCc2cc(=O)n3ccsc3n2)nnc1C1CCCCC1 do in these assays?
LYP phosphatase: 6%; Spn MK inh: 2; HPDE-C7 viability: -15%; Alkaline phosphatase: 13%; KRASV12 cytotoxicity: -14%; Bfl-1 displacement: -5%; HT1080 cytotoxicity: -2%; Spn PMK inh: 7; DPM-DC inhibit: inactive; Spn PMK inh pilot replicates: 3.5; Spn MK inh pilot replicates: 0.0; DPM-DC inhibit pilot screen %: 7.0

What do the screens show for `Cc1cc(-n2c(SCCC#N)nnc2-c2cccnc2)ccc1Cl`?
LYP phosphatase: 4%; Spn MK inh: 1; HPDE-C7 viability: -25%; Alkaline phosphatase: 5%; KRASV12 cytotoxicity: -10%; Bfl-1 displacement: -6%; HT1080 cytotoxicity: 8%; Spn PMK inh: 9; DPM-DC inhibit: inactive

Results for Cc1ccc(S(=O)(=O)C(C#N)c2nc3ccccc3nc2N2CCC(C)CC2)cc1 (stereo not drawn) ?
LYP phosphatase: 6%; Spn MK inh: 6; HPDE-C7 viability: 6%; Alkaline phosphatase: 10%; KRASV12 cytotoxicity: 30%; Bfl-1 displacement: 9%; HT1080 cytotoxicity: -1%; Spn PMK inh: 12; DPM-DC inhibit: inactive

What do the screens show for `COC(=O)c1cccc(NC(=O)Cn2nnc3ccccc32)c1`?
Spn MK inh: 9; HPDE-C7 viability: -4%; Alkaline phosphatase: 12%; KRASV12 cytotoxicity: 4%; Bfl-1 displacement: -2%; HT1080 cytotoxicity: -11%; Spn PMK inh: 21; DPM-DC inhibit: inactive

Screening data deposited in PubChem BioAssay by several laboratories.
